DAX1 inh-1 = inhibitors of human orphan nuclear receptor DAX1 (NR0B1); inhibition, % at 6.75 µM; HEK293 Gal4-DAX1 luciferase reporter, luminescence; AID 504766; P51843; 340,000 tested, 0.99% active;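 active = inhibition above the mean over all tested compounds plus 3 SD, cut at about 4.2% in these data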;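 also: 0% = DAX1-transfected cells with DMSO and 100% = empty-vector control cells with DMSO; inhibition shows as a rise in luminescence from relieved DAX1 repression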
Target sequence (P51843 207-470 limits assumed): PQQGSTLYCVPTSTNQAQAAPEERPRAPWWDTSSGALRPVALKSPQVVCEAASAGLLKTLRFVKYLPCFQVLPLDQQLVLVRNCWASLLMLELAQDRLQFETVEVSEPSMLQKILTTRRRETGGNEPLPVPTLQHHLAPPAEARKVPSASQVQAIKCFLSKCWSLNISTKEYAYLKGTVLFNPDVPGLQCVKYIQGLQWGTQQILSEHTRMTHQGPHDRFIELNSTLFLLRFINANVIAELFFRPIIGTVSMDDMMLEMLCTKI
ssDAF12 agonist = activates DAF-12 receptor from parasite S. stercoralis. HEK293 ssDAF-12/GRIP1 lit1-tk-luc reporter, luminescence; % of 3 µM dafachronic acid response. activation, % at 6.8 µM. 370,000 tested, 1% active;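 active = activation above the mean over all tested compounds plus 3 SD, cut at about 0.9% in these data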;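 also: 0% = DMSO-only wells and 100% = 3 µM delta7-dafachronic acid wells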
SMARCA2 act = SMARCA2 function activation, primary screen; MG213 cells, MMTV-luciferase reporter, dexamethasone, overnight; activation, % at 9.1 µM; 370,000 tested, 1% active; in the data active = activation above about 7.8%;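 also: 0% = vehicle wells and 100% = reference activator wells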
GAA850 FXN act = increases GAA850 frataxin promoter reporter activity | HEK293 lucGAA850 FXN promoter luciferase reporter, 24 h; percent of 10 µM SAHA response | activation, % at 6 µM | 360,000 tested, 0.56% active;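 active = activation above the average of all compounds screened plus 3 SD, cutoff fixed separately per campaign, cut at about 7.5% in these data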;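 also: 0% = DMSO wells and 100% = 10 µM SAHA wells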
PG9 binder = PG9 antibody binding by small molecule; TR-FRET gp120-PG9 antibody binding; inhibition, % at 6.7 µM; 360,000 tested, 0.43% active; AID 624416; in the data active = inhibition above about 8.5%
hcDAF-12 act = activators of H. contortus DAF-12 nuclear receptor | activation, % at 6.8 µM | 370,000 tested, 1.4% active | AID 652067 | HEK293 hcDAF-12 lit1-tk-luc reporter, luminescence; 0% DMSO, 100% Δ7-dafachronic acid;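 active = activation above the mean of all tested compounds plus 3 SD, cut at about 5.5% in these data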;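 also: 100% = response to 3 µM Δ7-dafachronic acid high control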
NR1D1 modulator = Rev-erb alpha (human) modulation; AID 1259318; 370,000 tested, 0.79% active; Rev-erbα–FITC-DNA binding, fluorescence polarization, 90 min; activity, % at 10 µM;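 active = activity above about 14%, limit read from the data; passing the limit was not always enough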;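 also: 0% = DMSO wells with 35 nM protein and 100% = DMSO wells with 750 nM protein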
DAX1 inh-2 = inhibitors of DAX1 repression of SF-1 activated StAR promoter; HEK293T StAR-luciferase reporter, SF-1/DAX-1 repression relief; inhibition, % at 6.8 µM; 370,000 tested, 1.1% active; AID 652010;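 active = inhibition above the mean over all tested compounds plus 3 SD, cut at about 3.6% in these data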;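 also: 0% = DAX-1 cells with DMSO and 100% = cells lacking DAX-1 with DMSO; higher inhibition means more luminescence from relief of DAX-1 repression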
hgDAF-12 ag = agonists of H. glycines DAF-12 nuclear receptor. HEK293 GAL4-hgDAF12 UAS-luciferase reporter, agonist luminescence; normalized to butyrate control. activation, % at 6.8 µM. 370,000 tested, 1.8% active. AID 687014;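 active = activation above a cutoff set at the mean of all screened compounds plus 3 SD, cut at about 10% in these data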;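 also: 0% = DMSO wells and 100% = sodium butyrate wells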
PLC-beta3 inh = PLC-beta3 (human) inhibition, primary screen. Q01970. Purified PLC-beta3, fluorogenic substrate, fluorescence. inhibition, % at 12.2 µM. 370,000 tested, 0.18% active; in the data active = inhibition above about 11%;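 also: 0% = median of compound wells on plate and 100% = full blocker control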
HGIII-sPLA2 inh = Inhibits HGIII-sPLA2 liposome hydrolysis, primary screen | Q9NZ20 | QFRET BODIPY PC-A2 liposome hydrolysis, fluorescence | inhibition, % at 12.2 µM | 370,000 tested, 0.56% active | AID 743126;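 active = inhibition above mean plus 3 SD of compounds lying within the high and low control bounds, cut at about 19% in these data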;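 also: 0% = median of test compound wells and 100% = no enzyme DMSO wells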
Target sequence (Q9NZ20 whole entry, looked up): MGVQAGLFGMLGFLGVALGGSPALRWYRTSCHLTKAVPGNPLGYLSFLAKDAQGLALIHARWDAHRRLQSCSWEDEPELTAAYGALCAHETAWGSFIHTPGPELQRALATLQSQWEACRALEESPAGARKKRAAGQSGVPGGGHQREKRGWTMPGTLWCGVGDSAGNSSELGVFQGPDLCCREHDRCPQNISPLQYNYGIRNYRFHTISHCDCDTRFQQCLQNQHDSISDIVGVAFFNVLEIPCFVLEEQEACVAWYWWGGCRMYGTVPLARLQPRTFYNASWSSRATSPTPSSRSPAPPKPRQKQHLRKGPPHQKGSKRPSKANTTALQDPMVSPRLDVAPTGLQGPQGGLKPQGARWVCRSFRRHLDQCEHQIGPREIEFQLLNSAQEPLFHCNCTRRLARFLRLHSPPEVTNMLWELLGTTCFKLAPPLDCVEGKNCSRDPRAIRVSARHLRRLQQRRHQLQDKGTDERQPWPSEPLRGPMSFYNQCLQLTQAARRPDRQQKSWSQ
* marks the source's active call; other numbers are inactive results; . = not tested or not shown; & = joins results of further samples.

Every second line gives: DAX1 inh-1	ssDAF12 agonist	SMARCA2 act	GAA850 FXN act	PG9 binder	hcDAF-12 act	NR1D1 modulator	DAX1 inh-2	hgDAF-12 ag	PLC-beta3 inh	HGIII-sPLA2 inh
> Cc1ccc(S(=O)(=O)CCC(=O)NCCN2C(=O)S/C(=C/c3ccc(F)cc3)C2=O)cc1
 : 3.2	-2.2	5	0.1	-3.1	-2.0	-3	0.3	1.9	0	-16
> O=C(NNc1cccc(Cl)n1)C1CC1
 : 2.7	-1.2	-2	1.5	-2.6	0.0	2	0.6	-0.2	0	1
> CCOC(=O)C1=C(N)N2C(=O)CSC2=C(C(=O)OC)C1
 : 0.2	-0.8	0	1.2	-0.4	-1.0	-3	-0.1	-0.7	-10	-1
> CC(=O)N1CCc2cc(Br)cc(S(=O)(=O)NCCCN3CCC(C)CC3)c21
 : -1.1	-0.8	2	1.4	-0.6	-0.9	2	0.3	2.1	-3	-5
> COc1cccc(C(=O)C2CCCN(Cc3cccc(OCCO)c3)C2)c1 (stereo unspecified)
 : 0.2	0.1	0	1.9	-2.2	1.3	-1	-0.3	1.8	-12	-6
> CC1CCCC(C)N1C(=O)COC(=O)c1c[nH]c2ccccc12 (stereo unspecified)
 : 0.5	-0.3	-2	-0.8	0.4	0.1	4	0.4	1.6	-8	9
> CC(=O)c1ccc(NC(=O)CCNC(=O)c2ccc(Cl)cc2)cc1
 : 0.8	-1.0	1	0.4	-0.4	1.7	-3	0.3	0.6	-3	-6
> O=C(COC(=O)/C=C/c1cccc(F)c1)Nc1cccc(S(=O)(=O)NC2=NCCCCC2)c1
 : -0.7	-0.7	7	0.7	-1.5	0.0	-3	0.2	-1.1	-11	-18
> CCOC(=O)c1cc2sc(C)cc2n1CC(=O)NCc1ccc(F)cc1
 : -0.3	-1.4	-2	-2.7	59*	3.1	27*	-0.5	2.2	-2	-4
> CC(=O)Nc1ccc(Sc2ccccc2C(=O)O)cc1
 : 0.1	-1.0	-3	1.2	0.7	-1.0	0	-0.1	-2.4	1	5
> O=C1C(Cl)=C(NCCN2CCOCC2)C(=O)c2ccccc21
 : -0.7	-1.1	-2	3.3	-11	1.8	14	-0.8	-3.8	-1	1
> CCCC(=O)Nc1c2c(nn1-c1ccc(OC)cc1)CS(=O)(=O)C2
 : -0.1	-1.8	1	-1.8	1.4	-0.3	-6	0.0	0.1	0	-3
> CCCCNC(=O)c1oc2ccc(S(=O)(=O)N3CCCC3)cc2c1C
 : -0.2	-1.0	-1	2.9	0.0	-3.1	-3	-0.4	-2.0	-2	-6
> NC(=O)Cc1cccc(C(=O)c2ccccc2)c1N
 : .	-0.9	-5	.	.	-2.2	2&-8	-0.9	-2.5	-4	-13
> CC1(C(=O)NS(=O)(=O)c2cccs2)CCN1C(=O)c1ccccc1 (stereo unspecified)
 : .	-0.9	-4	3.2	-0.1	-0.2	-3	1.3	-1.4	4	14
> CCN(CC)C(=O)[C@H]1CC(CC(=O)NC(C)(C)C)C(=O)N2CCc3c([nH]c4ccc(OC)cc34)[C@]12C (stereo partly specified)
 : -1.2	-1.7	-4	-1.6	1.1	1.2	-1	1.4	0.5	0	0
> CN(C)CCNc1ncnc2oc(-c3ccccc3)c(-c3ccccc3)c12
 : 0.0	-1.2	1	2.8	1.8	-2.2	3	-0.4	-1.4	-15	-8
> CN(C(=O)c1cccc(NC(=O)Cc2ccc(NC(=O)C3CCN(C(=O)C4CCC4)CC3)cc2)c1)C1CC1
 : 1.3	-1.3	-6	-1.0	-3.2	-1.6	-3	0.4	-3.4	-5	0
> COc1ccc(-c2noc(CCc3ccccc3)n2)cc1
 : -0.1	-1.6	-1	3.7	-0.1	0.5	3	-0.2	9.3	0	-3
> Cc1ccc(NC(=S)NC(=O)c2cncc(Br)c2)cc1Cl
 : .	-1.5	0	0.7	1.4	1.3	2	-0.2	-0.5	-7	12
> Cn1cc(Br)c(-c2cccc(N3C(=O)CC(C)(C)CC3=O)c2)n1
 : -1.2	-1.6	-7	-0.1	-0.7	-1.2	4	0.1	-2.6	-9	15
> COCCN1CCn2c(nc3cc(Nc4nnc(C)c5ccccc45)ccc32)C1
 : -0.9	-0.4	-1	-1.1	-1.7	0.0	-5	-0.1	-0.1	-31	-3
> O=c1c2ccccc2nc(SCc2nc3ccccc3s2)n1CCCO
 : -0.3	0.2	6	14*	1.4	3.7	0	0.4	8.1	-13	-20
> Cn1cccc1C(=O)N1CCN(S(=O)(=O)c2ccccc2F)CC1
 : .	-1.9	-3	.	.	-2.1	1	-1.2	0.6	2	-4
> CS(=O)(=O)N1N=C(c2ccco2)CC1c1ccc(Br)cc1 (stereo unspecified)
 : 0.9	0.3	-3	5.0	-3.5	3.2	2	1.9	8.2	-3	-6
> CCOC(=O)C1=CCN(S(=O)(=O)c2ccccc2Cl)C1c1cccc(F)c1 (stereo unspecified)
 : .	-1.5	-2	.	-1.2	-1.9	-6	-1.7	-2.5	3	-10
> CCOC(=O)C1CCCN(C/C=C/c2ccccc2[N+](=O)[O-])C1 (stereo unspecified)
 : 0.3	-0.1	-2	1.6	1.8	0.3	2	0.3	1.4	2	-2
> O=C(OCC(O)C(O)C(O)C(SCc1ccccc1)SCc1ccccc1)c1ccccc1 (stereo unspecified)
 : 1.5	-0.7	2	-0.5	-0.6	-0.3	3	0.0	-0.6	1	-23
> c1ccc(CSc2ccc3nnc(-c4cccnc4)n3n2)cc1
 : 1.2	-1.5	-2	2.8	-1.3	-3.6	4	-0.7	-0.7	-5	-7
> S=C1NNC2(CC3CC2C2CCCC32)NN1 (stereo unspecified)
 : 0.9	-0.8	0	1.7	0.5	-1.2	-4	-0.3	-3.5	-3	4
> O=C(O)c1ccc(NC(=S)N2CCCCC2)cc1
 : 0.4	-0.2	-1	4.3	-0.7	-0.3	-2	0.9	-0.2	4	-3
> C(=N\Nc1nc2ccccc2[nH]1)/c1cccs1
 : 1.8	-0.3	2	5.1	-9.3	1.2	2	2.0	7.1	3	4
> O=C(OCc1nc2ccsc2c(=O)[nH]1)c1ccccc1
 : -0.2	-0.9	0	-0.9	0.3	-0.8	-2	-0.2	1.2	-6	0
> Cc1cc(C)cc(NC(=O)CCC(=O)Nc2nnc(C(C)C)s2)c1
 : 0.1	-0.1	1	1.9	0.2	-2.0	-1	-0.1	5.8	-8	8
> O=C(CCNS(=O)(=O)c1cccc2nsnc12)NCCc1ccccc1
 : -0.2	-0.4	1	-2.7	-0.7	-1.6	-4	0.8	4.0	-60	-5
> N#CC(C#N)=C1C=C2C=C(N3CCOCC3)CCC2CC1 (stereo unspecified)
 : 0.8	-1.6	3	-1.4	-4.4	-0.1	305*	-0.1	-1.7	-10	-131
> COc1ccc(C=O)cc1OS(=O)(=O)c1ccc(NC(C)=O)cc1
 : 0.8	-1.5	2	0.7	-2.6	-1.2	-3	-0.7	2.8	4	2
> O=C(Cc1nnc(NC(=O)c2ccccc2)s1)N/N=C\c1ccc(O)c(O)c1
 : -0.4	-0.8	1	0.3	-1.3	2.1	-15	0.6	3.1	-19	-20
> CCC(=O)Nc1ccc(C(=O)NNC(=O)CCCCC(=O)NNC(=O)c2ccc(NC(=O)CC)cc2)cc1
 : 0.2	-0.8	-3	-0.1	1.2	-0.8	6	-0.3	-0.2	-2	22*
> Cc1c(C(=O)NCc2ccc(C(C)C)cc2)sc(=O)n1Cc1ccc(S(=O)(=O)N(C)C)cc1
 : .	-2.7	-4	-2.3	0.9	-4.7	-2	-5.7	-8.3	-2	-9

Profiles from above.
Entry for C(=N\Nc1nc2ccccc2[nH]1)/c1cccs1 = DAX1 inh-1: 1.8; ssDAF12 agonist: -0.3; SMARCA2 act: 2; GAA850 FXN act: 5.1; PG9 binder: -9.3; hcDAF-12 act: 1.2; NR1D1 modulator: 2; DAX1 inh-2: 2.0; hgDAF-12 ag: 7.1; PLC-beta3 inh: 3; HGIII-sPLA2 inh: 4
Entry for O=C(O)c1ccc(NC(=S)N2CCCCC2)cc1 = DAX1 inh-1: 0.4; ssDAF12 agonist: -0.2; SMARCA2 act: -1; GAA850 FXN act: 4.3; PG9 binder: -0.7; hcDAF-12 act: -0.3; NR1D1 modulator: -2; DAX1 inh-2: 0.9; hgDAF-12 ag: -0.2; PLC-beta3 inh: 4; HGIII-sPLA2 inh: -3

Other structures.
Every second line gives: DAX1 inh-1	ssDAF12 agonist	SMARCA2 act	GAA850 FXN act	PG9 binder	hcDAF-12 act	NR1D1 modulator	DAX1 inh-2	hgDAF-12 ag	PLC-beta3 inh	HGIII-sPLA2 inh
> c1ccc(Nc2c3c(nc4ncnn24)CCC3)cc1
 : -0.1	-0.4	0	5.6	-0.1	3.0	0	0.4	0.6	0	-2
> CCN(CC)C(=O)C1=C(C)N(Cc2ccc(C(C)(C)C)cc2)C(=O)C(CC(=O)NC2CCCC2)C1 (stereo unspecified)
 : 0.5	-0.5	-4	-2.4	1.2	2.7	-3	-1.4	-2.4	5	4
> C[C@H](NC(=O)c1ccc(C(C)(C)C)cc1)C(=O)N1CCOCC1
 : 0.7	-0.7	0	1.5	0.3	-0.6	1	-0.5	0.9	3	8
> Cc1c(Cl)cccc1Nc1nc(N)nc(CN2CCCCCC2)n1
 : -0.5	-0.9	-2	-0.5	0.2	1.5	-3	0.2	-1.4	2	6
> N#Cc1ccccc1Sc1ccccc1C(=O)OCC(=O)NC12CC3CC(CC(C3)C1)C2
 : 0.2	-2.3	-5	2.1	0.7	-2.6	7	-1.1	-1.6	-1	-24
> COc1ncccc1C(=O)N1CCCC(C(=O)c2cc(F)ccc2F)C1 (stereo unspecified)
 : -1.7	-1.8	3	2.9	-1.3	-1.4	0	-0.1	3.9	3	4
> O=C(O)c1cccc(-c2csc(C(O)(c3ccccc3)C(F)(F)F)n2)c1 (stereo unspecified)
 : .	-1.5	-1	1.2	0.0	-0.8	-11	2.4	1.8	-2	-11
> C=Cn1cc[n+](CC(=O)c2ccc(-c3ccccc3)cc2)c1
 : -1.4	-1.5	-4	0.0	-0.5	-1.2	2	-0.5	-3.6	1	-39
> CC(SC1CCCC1)C(=O)NC(C)(C#N)C(C)C (stereo unspecified)
 : 0.4	-1.4	-1	-1.0	-0.8	0.3	-1	0.1	-0.5	1	-1
> CN(C)CCCN(C(=O)c1ccco1)c1nc2c(F)cc(F)cc2s1
 : 0.6	-1.8	1	2.1	-1.2	-0.6	1	0.4	0.3	-6	-2

Source: PubChem BioAssay
